# Screening data: PubChem, National Center for Advancing Translational Sciences (NCATS)
# Imprint erasure – genomic imprint erasure induction; mouse ES Peg3-LacZ reporter, beta-gal luminescence, 40 h; Potency, µM (titrated, usually from 60.7 µM), for inactives: at the highest dose activity change, positive = activation, most hits filed as activators; 110,000 compounds, 0.02% hits; AID 1948;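 note: 0% = negative control wells on the plate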
#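 Each well holds 300 Peg3LacZ-Neo (maternal) female ES cells incubated 40 h at 37C, 5% CO2. LacZ is measured by BetaGlo luminescence, with AC50 and maximum efficacy derived from dose-response curves.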
# IkB signaling – suppresses IkB signaling in ABC-DLBCL reporter cells; 110,000 compounds, 0.04% hits; ABC-DLBCL IkBa-CBG/CBR dual luciferase ratio, 4 h; response scale: scaled: untreated 0%, proteasome inhibitor 100%; AID 445; Potency, µM (titrated, usually from 57.1 µM), without a hit: top-dose IkBa stabilization activation; active = well fitted curve in the direction sought with a large enough effect in the signal ratio, not every such curve was filed as active; inconclusive = small, poorly fitted or top-dose-only effect, or a change in a side signal; the % refers to the signal ratio;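 note: the direction sought is a rising ratio; 0% = basal untreated cells and 100% = reference inhibitor full response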
#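 In this assay, an IκBα–CBG68 fusion accumulates when IKK-driven degradation is blocked; native CBR normalizes for cell number. OCI-Ly3 cells were treated 4 h with compound and doxycycline, then green and red light read after Chroma-Glo addition.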
# p53ts 32C tox – cytotoxicity in p53ts cells at permissive temperature; H1299-p53A138V at 32C, ATP luminescence viability, 24 h; 130,000 compounds, 0.93% hits; Potency, µM (titrated, usually from 46.1 µM), for inactives: at the highest dose activity change, negative = cytotoxicity, hits mostly cytotoxic; AID 924;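 note: 0% = DMSO and -100% = full killing by reference compound; nearly all actives have a fitted effect of over 55% in size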
#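 Cells: H1299 p53ts (A138V), 600/well, pre-incubated 16–30 h at 37C. Cpd up to 46 uM, 24 h, 32C. Readout: ATPlite luminescence, 20 min RT. Normalization: DMSO vs tamoxifen 100 uM. AC50 by Hill equation.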
# p53ts 39C kill – p53ts cell cytotoxicity, nonpermissive temperature. Potency, µM (titrated, usually from 46.1 µM), without a hit: at the top dose activity change, negative = cell killing, usual class: cytotoxic. 130,000 compounds, 1.5% hits. AID 902. H1299-p53A138V viability at 39C, ATP luminescence, 24 h; note: nearly all actives have a fitted effect of over 55% in size
# Numbers without * were called inactive; ? = inconclusive; / = no result given; & = joins results of further samples; [ ] = remark or other dose. Unless noted, calls come from the whole dose curve; as a rule, active = well fitted curve in the direction sought with a large enough effect; inconclusive = small, poorly fitted or top-dose-only effect, or another doubt; inactive = no such curve, though single readings can be large; an effect the other way counts as inactive or inconclusive. Unless noted, % is set by controls: 0 for no effect and ±100 for the full control effect; potency is the fitted concentration of half-maximal effect.
SMILES,Imprint erasure,IkB signaling,p53ts 32C tox,p53ts 39C kill
CC1=NN=C(c2ccc(N)cc2)c2cc3c(cc2C1)OCO3,-4%&-21%,-0.4%&0.7%,6%&10%,-17%&-2%
O=C(C1CCN(c2nc3ccc(Br)cc3s2)CC1)N1CCC2(CC1)OCCO2,/,/,9%,-17%
COC1C(O)C(C)O[C@@H](OC2CC[C@@]3(C)C4CC[C@]5(C)C(C6=CC(=O)OC6)CC[C@@]5(O)C4CC[C@@H]3C2)C1O (stereo partly drawn),-8%,/,?,?
Cc1ccc(C)c(NC(=O)CSc2nnc([C@@H](N)Cc3c[nH]c4ccccc34)o2)c1,-14%,4.8%,-7%,3%
CCCNS(=O)(=O)c1ccc(OCC(=O)N2CCN(C)CC2)cc1,/,/,8%,9%
CCOc1ccccc1-n1c(O)c(C=NCc2ccc3c(c2)OCO3)c(=O)[nH]c1=O,-9%,6.9%,-2%,3%
O=c1c(O)c(-c2ccc(O)c(O)c2)oc2cc(O)cc(O)c12,?,?,33%[activator],33%[activator]
CN(C)CCN(C)CCc1ccc(Cl)c(Cl)c1,-23%,-0.1%,-13%,?
O=C1CCCC2C3CCCN4CCCC(CN12)C34 (stereo not drawn),-7%,0.4%,-7%,-7%
Cn1ncnc2c(=O)n(C)c(=O)nc1-2,-34%[inhibitor],?,0.79µM*,5µM*
Cc1ccc(Cn2cccc(C(=O)Nc3cc(C)on3)c2=O)cc1,28%[10.9 µM],-0.9%,-7%,-4%
CN1CCN(C(=O)COc2ccc3ccccc3c2Br)CC1,-6%,-3.0%,41%[activator],-4%
Cc1ccc2oc(=O)c(-c3nc4ccc(C)cc4[nH]3)cc2c1,-13%[10.9 µM],0.3%,?,-18%
CC(=NCCCN1CCOCC1)c1c(O)[nH]c(=O)[nH]c1=O,-9%,0.1%,4%,4%
CCOc1ccc(NC(=O)Cn2cc(C(=O)c3ccccc3)c3ccccc32)cc1,-12%[10.9 µM],4.3%,3%,-9%
CN1CCC(c2c[nH]c3ccc(O)cc23)CC1,-8%&-6%,0.4%&-0.5%,6%&-9%,1%&-16%
Cc1ccc2occ(CN3CC4CC(C3)c3cccc(=O)n3C4)c(=O)c2c1 (stereo not drawn),6%,2.1%,0%,10%
O=C(Nc1cc(C(F)(F)F)cc(C(F)(F)F)c1)c1cccn(Cc2ccccc2Cl)c1=O,-11%[10.9 µM],-0.2%,7%,-18%
c1cc2c(cc1CCNC1C3CC4CC(C3)CC1C4)OCO2 (stereo not drawn),/,/,12%,-6%
COc1ccc(OC)c(CCNCc2c(C(=O)O)c(C)n(Cc3ccc(F)cc3Cl)c2C)c1,7%[10.9 µM],?,-1%,-17%
COC(=O)[C@H]1[C@H](c2ccccc2)C(=O)[C@@]2(O)c3ccccc3O[C@@]12c1ccccc1,/,/,6%[9.22 µM],10%[9.22 µM]
COc1nc(NC(C)C)nc(NC(C)C)n1,29%,/,2%,1%
c1cnc(N2CC[C@@]3(CCCNC3)C2)nc1,/,3.6%[11.4 µM],-7%,0%
CCCC(=O)Nc1ccc(N2CCN(CC)CC2)c(Cl)c1,-11%,0.1%,2%,-3%
COc1ccc2c(c1)[C@]13CCCC[C@@H]1[C@H](C2)N(C)CC3,/,-4.8%,-8%,8%
CN[C@H](Cc1ccccc1)c1cccc(OC)c1O,-14%[10.9 µM],-0.2%[11.4 µM],4%[9.22 µM],-3%[9.22 µM]
COc1cccc(-c2nc(CS(=O)CC(=O)N3CCC4(CC3)OCCO4)c(C)o2)c1 (stereo not drawn),-18%,-1.3%,3%,-4%
COc1ccc(OC)c(CN2CCN(C(=O)COc3cccc(C)c3)CC2)c1,-16%,1.5%,4%,0%
CC(C)OC12Oc3ccccc3C=C1N1CCC2CC1 (stereo not drawn),-2%,-0.1%,-8%,-1%
O=c1ccc(=O)[nH][nH]1,3%,3.5%,-14%[1.84 µM],-4%

# Part of the list above, set out differently.
# Each structure is followed by: Imprint erasure, IkB signaling, p53ts 32C tox, p53ts 39C kill
- O=C(Nc1cc(C(F)(F)F)cc(C(F)(F)F)c1)c1cccn(Cc2ccccc2Cl)c1=O
 : -11%[10.9 µM], -0.2%, 7%, -18%
- c1cc2c(cc1CCNC1C3CC4CC(C3)CC1C4)OCO2 (stereo not drawn)
 : /, /, 12%, -6%
- COc1ccc(OC)c(CCNCc2c(C(=O)O)c(C)n(Cc3ccc(F)cc3Cl)c2C)c1
 : 7%[10.9 µM], ?, -1%, -17%
- COC(=O)[C@H]1[C@H](c2ccccc2)C(=O)[C@@]2(O)c3ccccc3O[C@@]12c1ccccc1
 : /, /, 6%[9.22 µM], 10%[9.22 µM]
- COc1nc(NC(C)C)nc(NC(C)C)n1
 : 29%, /, 2%, 1%
- c1cnc(N2CC[C@@]3(CCCNC3)C2)nc1
 : /, 3.6%[11.4 µM], -7%, 0%
- CCCC(=O)Nc1ccc(N2CCN(CC)CC2)c(Cl)c1
 : -11%, 0.1%, 2%, -3%

# New compounds follow
SMILES,Imprint erasure,IkB signaling,p53ts 32C tox,p53ts 39C kill
CC1=NN(c2ccccc2)C(=O)C1/C=C1\C(=O)NC(=O)N(c2cc(C)cc(C)c2)C1=O (stereo not drawn),/,/,-3%,-6%
COC(=O)[C@@]1(Cc2ccccc2)[C@H]2c3cc(C(=O)N(C)C)n(C)c3C[C@H]2CN1C(=O)c1ccccc1,-5%,/,7%,-13%
O=c1ccc2cc(OC3OC(CO)C(O)C(O)C3O)c(O)cc2o1 (stereo not drawn),-18%,/,2%,4%
CC(C)n1cnc2c(C(=O)N[C@H]3CN4CCC3CC4)cc(Cl)cc21,2%,0.2%,9%,4%
Cc1cccc(-c2nn3c(=O)cc(CN4CCN(C(=O)COc5ccc(Cl)cc5)CC4)nc3s2)c1,-12%[10.9 µM],?,-5%,-14%
CCCCC/C=C\C/C=C\C/C=C\C/C=C\CCCC(=O)NCC(=O)O,-3%&13%,-3.3%,1%,16%
COc1ccc(C)cc1NC(=O)c1cccn(Cc2cccc([N+](=O)[O-])c2)c1=O,-6%[10.9 µM],?,-5%,-13%
CCOc1ccc(CNC(=O)c2cccc(Nc3nc4ccccc4n4nnnc34)c2)cc1OC,-6%[10.9 µM],?,-15%,?
N#Cc1ccc(CN2CC[C@@]3(CCCNC3)C2)cc1,/,3.0%[11.4 µM],-13%,-7%
CCc1cccc2c(C#N)cn(CC(=O)N3CCOCC3)c12,12%,0.4%,6%,11%
COCCOC(=O)C1=C(C)OC(N)=C(C(=O)OC)C12C(=O)Nc1ccccc12 (stereo not drawn),-1%,0.4%,17%,-8%
COc1ccc(CC2c3cc(OC)c(OC)cc3CCN2C)cc1OC (stereo not drawn),-2%&-5%,-1.4%,1%&-8%,4%&0%
Cc1cccc(C)c1NC1=NCCCCS1,-14%,0.7%,1%,-3%
Clc1ccc(C(c2ccc(Cl)cc2)C(Cl)Cl)cc1,-10%,5.3%,-6%[1.84 µM],-1%
Cc1ccc2cc3cc(C(=O)N4CCC5(CC4)OCCO5)oc3nc2c1,-13%,-1.9%,1%,-12%
CC(C)=CCCC1(C)C=Cc2c(O)c3c(c(CC=C(C)C)c2O1)OC12C(=CC4CC1C(C)(C)OC2(C/C=C(/C)C(=O)O)C4O)C3=O (stereo not drawn),-40%[inhibitor],/,5µM*,5µM*
Cc1ccc(CNC(=O)c2ccccc2NC(=O)c2nsc3ccccc23)cc1,-10%[10.9 µM],?,?,?
CC(=O)OC1(c2ccccc2)CCN(C)C(C)C1C (stereo not drawn),/,/,0%,5%
NNc1nncn1N,-3%[10.9 µM],0.5%[11.4 µM],-2%[9.22 µM],7%[9.22 µM]
CN(C)CCN=Cc1c(O)n(-c2cccc3ccccc23)c(=O)[nH]c1=O,4%,-0.5%,-6%,-1%
CN1C[C@H](C(=O)N[C@]2(C)O[C@@]3(O)[C@@H]4CCCN4C(=O)[C@H](Cc4ccccc4)N3C2=O)C=C2c3cccc4[nH]cc(c34)C[C@H]21,-6%,?,9%[1.84 µM],4%
CC1(C)CC(=O)C(C=NCCN2CCN(C(=O)Cc3ccc(Cl)cc3)CC2)=C(O)C1,-25%,0.5%,-4%,-4%
CC[C@H](CO)NC(=O)[C@@H]1C=C2c3cccc4c3c(cn4C)C[C@@H]2N(C)C1,/,-3.0%,24%,15%
Cc1ccccc1-n1c(O)c(C=NCCN2CCOCC2)c(=O)[nH]c1=O,1%,3.5%,-11%,8%
CN(C(=O)Cc1ccccc1)[C@H](CN1CCCC1)c1ccccc1,-9%,0.0%,-8%,-10%
Cc1cccc(Cn2cccc(C(=O)Nc3nnc(C)s3)c2=O)c1,-5%[10.9 µM],?,-10%,5%
CCN(CC)c1ccc(N=Cc2c(O)n(CCC3=CCCCC3)c(=O)[nH]c2=O)cc1,-1%,1.9%,1%,11%
O=c1[nH]c(=O)n(-c2cccc(Cl)c2)c(O)c1C=NCCCN1CCOCC1,0%,1.9%,-9%,-17%
O=C(c1ccncc1)C12CN3CN(CN(C3)C1)C2,-5%,0.7%,-4%,-3%
COc1ccc(OC)c(CC(=O)O)c1,2%,-1.4%,-3%,6%
C=CC(=O)OCCO,-7%,-0.3%,4%[1.84 µM],-4%
CCC(=O)c1c(O)n(C2CCCCCC2)c(=O)[nH]c1=O,-22%,1.6%,10%,20%
CCCCNc1ccncc1S(=O)(=O)NC(=O)NC(C)C,/,/,-12%,15%
CCOC(=O)c1ccc2[nH]c(-c3ccc(S(=O)(=O)F)cc3)cc(=O)c2c1,?,3.7%[11.4 µM],4%[9.22 µM],9%[9.22 µM]
CSc1ccc2c(c1)c(CCN)c(C)n2Cc1ccccc1Cl,-13%[10.9 µM],-0.2%[11.4 µM],4%[9.22 µM],-15%[9.22 µM]
CCCN(CCC)[C@H]1CCc2c(F)ccc(O)c2C1,6%,-4.5%&-3.8%,-10%&-12%,-10%&-6%
C=CC(=O)OCC(CC)CCCC (stereo not drawn),2%,0.1%,-8%[1.84 µM],9%
COc1ccc(NC(=O)CN2C(=O)C(C)N=C(c3ccccc3F)c3cc(Cl)ccc32)c(OC)c1 (stereo not drawn),-17%[10.9 µM],?,13%,-8%
COc1ccc(CCn2c(O)c(C=NCc3cccnc3)c(=O)[nH]c2=O)cc1OC,-12%,-1.7%,-1%,-3%
N[C@@H](CCCCP(=O)(O)O)C(=O)O,8%,-0.3%,-5%,-7%
ClC(Cl)C(Cl)Cl,4%,2.8%,7%[1.84 µM],19%
OCCN(CC#CC(O)(c1ccccc1)C1CCCC1)CCO (stereo not drawn),0%,1.6%,10%,-8%
COc1cccc(NC(=O)c2ccc3c(=O)n4nc(Nc5ccccc5OC)sc4nc3c2)c1,-43%[inhibitor][10.9 µM],?,-10%,?
Cn1c(O)c(C=NCc2cccs2)c(=O)n(C)c1=O,13%,8.6%,-13%,-3%
C[C@H](c1ccccc1)N1CCN([C@@H](C)c2ccccc2)CC1,-16%[10.9 µM],2.0%[11.4 µM],-1%[9.22 µM],6%[9.22 µM]
Cc1cccc(Cn2cccc(C(=O)Nc3ccc4c(c3)OCCO4)c2=O)c1,18%[10.9 µM],?,-2%,-14%
O=[N+]([O-])c1cccc(O)c1,-5%,-2.4%,-12%[1.84 µM],-3%
CS(=O)(=O)N1CCC2(CCCN(Cc3ccncc3)C2)CC1,/,-0.1%[11.4 µM],-15%,-7%

# Profiles, looked up by structure. Screens in order: Imprint erasure, IkB signaling, p53ts 32C tox, p53ts 39C kill
# Cn1c(O)c(C=NCc2cccs2)c(=O)n(C)c1=O is listed with 13%, 8.6%, -13%, -3%
# Cc1cccc(Cn2cccc(C(=O)Nc3ccc4c(c3)OCCO4)c2=O)c1 is listed with 18%[10.9 µM], ?, -2%, -14%
# N[C@@H](CCCCP(=O)(O)O)C(=O)O is listed with 8%, -0.3%, -5%, -7%
# CSc1ccc2c(c1)c(CCN)c(C)n2Cc1ccccc1Cl is listed with -13%[10.9 µM], -0.2%[11.4 µM], 4%[9.22 µM], -15%[9.22 µM]
# C=CC(=O)OCC(CC)CCCC (stereo not drawn) is listed with 2%, 0.1%, -8%[1.84 µM], 9%

# Some of the compounds tested; rates above refer to the full screens.
